mut p53 react: restores mutant p53 pathway signaling in SW480 cells. SW480 PUMA-promoter luciferase, p53 mutant reactivation. activation, % at 9.98 µM. 28,000 tested, 1.5% active; in the data active means activation above about 52%; inconclusive means no clear call, values can overlap the other calls
STK33 inh: inhibitors of human STK33 kinase; ADP-Glo luminescence, MBP substrate; inhibition, % at 12.5 µM; 27,000 tested, 0.44% active; in the data active means inhibition above about 20%; inconclusive means no clear call, values can overlap the other calls
Target sequence (Q9BYT3 whole entry, looked up): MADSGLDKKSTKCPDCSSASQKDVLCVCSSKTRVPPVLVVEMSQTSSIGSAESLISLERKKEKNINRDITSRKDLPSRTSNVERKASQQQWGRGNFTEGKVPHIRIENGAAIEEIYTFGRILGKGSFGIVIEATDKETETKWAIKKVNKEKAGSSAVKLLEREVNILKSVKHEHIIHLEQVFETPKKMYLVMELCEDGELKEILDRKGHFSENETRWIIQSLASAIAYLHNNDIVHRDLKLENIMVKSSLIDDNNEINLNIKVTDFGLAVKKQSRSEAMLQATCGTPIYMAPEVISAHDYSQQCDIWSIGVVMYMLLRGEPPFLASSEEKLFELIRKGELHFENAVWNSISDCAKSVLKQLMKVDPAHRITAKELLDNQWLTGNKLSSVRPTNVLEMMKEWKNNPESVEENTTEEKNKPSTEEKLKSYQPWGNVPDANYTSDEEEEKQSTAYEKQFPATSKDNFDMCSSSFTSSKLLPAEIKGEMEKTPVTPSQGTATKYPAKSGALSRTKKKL
An asterisk follows results filed as active; ? = inconclusive; nt = not tested or not shown.

SMILES	mut p53 react	STK33 inh
Cc1noc(C)c1S(=O)(=O)Nc1cccc2c1O[C@H](CN(C)Cc1ccc3c(c1)OCO3)[C@H](C)CN([C@H](C)CO)C2=O	4	nt
Cc1ccccc1-c1ccc2c(c1)O[C@@H](CN(C)C(=O)c1ccccn1)[C@@H](C)CN([C@H](C)CO)S2(=O)=O	-7	nt
CCOC(=O)c1c(C)noc1-c1csc(Nc2c(C)cc(C)cc2C)n1	?	nt
CCn1c(SCC(=O)c2ccccc2)nnc1-c1ccco1	?	-1
C[C@@H]1CCCCO[C@H](CN(C)Cc2ccccc2)[C@H](C)CN([C@H](C)CO)C(=O)c2cc(NS(C)(=O)=O)ccc2O1	-5	nt
CC(C)C#Cc1ccc2c(c1)O[C@H](CN(C)C(=O)NC(C)C)[C@H](C)CN([C@H](C)CO)S2(=O)=O	-3	nt
CC(=O)Nc1ccc(OCC(O)Cn2nc(C)cc2C)cc1 (configuration not stated)	3	0
COC(=O)c1ccc(NC(=O)C(C)N2c3cccc4cccc(c34)S2(=O)=O)cc1 (configuration not stated)	3	6
CC(C)NC(=O)N(C)C[C@H]1OCCCC[C@H](C)Oc2ccc(NC(=O)Nc3cccc4ccccc34)cc2C(=O)N([C@H](C)CO)C[C@@H]1C	-7	nt
COc1ccc([Si](C)(C)[C@H]2[C@H](CCO)O[C@@]3(C(=O)N(Cc4ccc(N5CCOC5=O)cc4)c4ccccc43)[C@@H]2C)cc1	nt	?
C[C@@H]1CCCCO[C@@H](CN(C)S(=O)(=O)c2cccs2)[C@H](C)CN([C@@H](C)CO)C(=O)c2cc(NS(=O)(=O)c3cccs3)ccc2O1	-4	nt
CS(=O)(=O)Nc1ccc2c(c1)[C@H]1C[C@H](CC(=O)NCCc3ccccc3)O[C@H](CO)[C@H]1O2	3	nt
COc1ccc(S(=O)(=O)Nc2ccc3c(c2)CC(=O)N([C@@H](C)CO)C[C@H](C)[C@@H](CN(C)Cc2ccc(-c4ccccc4)cc2)O3)cc1	nt	10
C[C@@H]1CN([C@H](C)CO)C(=O)c2cc(N(C)C)ccc2O[C@@H]1CN(C)C(=O)Nc1ccc2c(c1)OCO2	7	nt
Cc1ccc(N(CC(=O)Nc2ccccc2-c2ccccc2)S(C)(=O)=O)cc1	-3	-3
C[C@@H]1CN([C@@H](C)CO)S(=O)(=O)c2ccc(C#CC(C)(C)O)cc2O[C@H]1CN(C)CC1CCCC1	-15	nt
CSc1nc(COc2ccc(C(C)(C)C)cc2)nc(-n2cccc2)c1C#N	20	nt
C[C@H](CO)N1C[C@H](C)[C@@H](CN(C)CC2CCCCC2)Oc2ccc(NC(=O)Nc3ccc(C(F)(F)F)cc3)cc2C1=O	-5	nt
Cn1c(=O)c2c(nc(NCc3cccnc3)n2Cc2cccc(C(F)(F)F)c2)n(C)c1=O	5	-1
COc1ccc(S(=O)(=O)N(C)C[C@H]2Oc3ccc(NS(C)(=O)=O)cc3CC(=O)N([C@@H](C)CO)C[C@@H]2C)cc1	-8	1
C[C@@H]1CN([C@H](C)CO)C(=O)CCCn2cc(nn2)CO[C@@H]1CN(C)S(=O)(=O)c1cccs1	8	-2
O=C(CCCCCC/C=C/c1ccc2c(c1)OCO2)N1CCCCC1	10	-7
Cc1ccccc1N1C(=O)c2cc(S(N)(=O)=O)c(Cl)cc2NC1C (configuration not stated)	nt	-1
CC(C)NC(=O)N(C)C[C@@H]1Oc2ccc(NS(=O)(=O)c3ccccc3)cc2C(=O)N([C@@H](C)CO)C[C@@H]1C	nt	-1
C[C@@H]1CN([C@H](C)CO)C(=O)Cc2cc(NC(=O)Nc3ccccc3)ccc2O[C@@H]1CN(C)CC1CCCCC1	nt	0
COC(=O)CSc1nc2ccccc2[nH]1	nt	-1
Cc1ccc(C)c(N(CC(=O)Nc2ccc(Br)c(Cl)c2)S(C)(=O)=O)c1	-2	-1
O=C(Cn1ncc2ccccc2c1=O)Nc1cccc([N+](=O)[O-])c1	7	-3
COc1ccc(-c2nn(C)c(=O)c3ccccc23)cc1NC(=O)Cn1nc(C)c2ccccc2c1=O	36	3
C[C@H]1CCCCO[C@@H](CN(C)C(=O)CCCN(C)C)[C@@H](C)CN([C@@H](C)CO)C(=O)c2cc(NC(=O)Nc3ccccc3)ccc2O1	11	nt
C[C@@H]1CCCCO[C@H](CN(C)S(=O)(=O)c2ccc(F)cc2)[C@@H](C)CN([C@H](C)CO)C(=O)c2cc(NS(=O)(=O)c3cccs3)ccc2O1	nt	-2
COc1ccc(CN(C)C[C@H]2Oc3ccc(NC(=O)NC(C)C)cc3CC(=O)N([C@H](C)CO)C[C@H]2C)cc1	nt	4
COc1ccc(S(=O)(=O)N(C)C[C@@H]2Oc3ncccc3C(=O)N([C@H](C)CO)C[C@@H]2C)cc1	7	nt
CO[C@H]1O[C@H](CO)[C@@H](OC(=O)Nc2ccccc2-c2ccccc2)[C@H](OC(=O)Nc2ccccc2)[C@H]1OC(=O)Nc1ccccc1	nt	13
COc1cc(NC(=S)NCCN2CCOCC2)c(OC)cc1Cl	-6	-1
Cn1c(NCCO)nc2c1c(=O)n(Cc1ccccc1Cl)c(=O)n2C	4	-4
COc1ccc(-c2cc(=O)c3c(OC)cc(OC)cc3o2)cc1	nt	1
C[C@@H]1CN([C@H](C)CO)C(=O)c2cccc(NS(C)(=O)=O)c2O[C@H]1CN(C)Cc1ccc(Cl)c(Cl)c1	2	nt
COCC#Cc1ccc2c(c1)O[C@H](CN(C)Cc1ccccc1F)[C@H](C)CN([C@H](C)CO)S2(=O)=O	-2	nt
CC(=O)c1cccc(NC(=O)Cn2nc([N+](=O)[O-])c(Br)c2C)c1	7	1

Part of the list above, with values under each structure:
Values run as follows: mut p53 react, STK33 inh
O=C(Cn1ncc2ccccc2c1=O)Nc1cccc([N+](=O)[O-])c1
    7, -3
COc1ccc(-c2nn(C)c(=O)c3ccccc23)cc1NC(=O)Cn1nc(C)c2ccccc2c1=O
    36, 3
C[C@H]1CCCCO[C@@H](CN(C)C(=O)CCCN(C)C)[C@@H](C)CN([C@@H](C)CO)C(=O)c2cc(NC(=O)Nc3ccccc3)ccc2O1
    11, nt

Single records, as listed above. Values in the order: mut p53 react	STK33 inh
Results for C[C@H]1CCCCO[C@@H](CN(C)C(=O)CCCN(C)C)[C@@H](C)CN([C@@H](C)CO)C(=O)c2cc(NC(=O)Nc3ccccc3)ccc2O1 : 11	nt
Results for C[C@@H]1CN([C@H](C)CO)C(=O)c2cccc(NS(C)(=O)=O)c2O[C@H]1CN(C)Cc1ccc(Cl)c(Cl)c1 : 2	nt
Results for C[C@@H]1CCCCO[C@H](CN(C)S(=O)(=O)c2ccc(F)cc2)[C@@H](C)CN([C@H](C)CO)C(=O)c2cc(NS(=O)(=O)c3cccs3)ccc2O1 : nt	-2

Following part
SMILES	mut p53 react	STK33 inh
O=C(COc1ccccc1[N+](=O)[O-])Nc1ccc2oc(-c3ccc(F)cc3Cl)nc2c1	51*	5
CC(C)NC(=O)Nc1ccc2c(c1)C(=O)N([C@@H](C)CO)C[C@H](C)[C@@H](CN(C)C(=O)CCCN(C)C)OCCCC[C@H](C)O2	-5	nt
C[C@H](CO)N1C[C@H](C)[C@H](CN(C)S(C)(=O)=O)Oc2ccc(NC(=O)CCC(F)(F)F)cc2C1=O	nt	0
C[C@H](CO)N1C[C@H](C)[C@H](CN(C)S(=O)(=O)c2ccc(Oc3ccccc3)nc2)OCc2cnnn2CCCC1=O	nt	0
FC(F)(F)c1ccnc(Oc2ccc(C3=NCCS3)cc2)c1	?	nt
C[C@@H]1CN([C@H](C)CO)C(=O)Cc2cc(NC(=O)CCC(F)(F)F)ccc2O[C@H]1CN(C)C(=O)Nc1ccc2c(c1)OCO2	nt	1
CCOc1ccc(NS(=O)(=O)c2cc(C(=O)O)ccc2OC)cc1	7	-4
C[C@@H]1CN([C@H](C)CO)C(=O)Cc2cc(NS(=O)(=O)c3ccc(F)cc3)ccc2O[C@H]1CN(C)Cc1ccc(-c2ccccc2)cc1	nt	-1
C[C@H](CO)N1C[C@H](C)[C@H](CN(C)C(=O)Nc2ccccc2F)Oc2ncc(-c3ccc(F)cc3)cc2C1=O	15	nt
COc1ccc(S(=O)(=O)N(C)C[C@H]2OCCCC[C@@H](C)Oc3ccc(NC(=O)Cc4ccccc4)cc3C(=O)N([C@@H](C)CO)C[C@H]2C)cc1	-14	nt
C[C@@H]1CN([C@@H](C)CO)C(=O)c2cc(NC(=O)Nc3ccc(F)cc3)ccc2O[C@@H](C)CCCCO[C@@H]1CN(C)Cc1ccc(C(=O)O)cc1	-2	nt
CCCC#Cc1ccc2c(c1)O[C@@H](CN(C)C(=O)CN(C)C)[C@H](C)CN([C@H](C)CO)S2(=O)=O	-5	nt
O=C(O)CCc1ccc(-c2ccc(F)cc2)n1-c1ccc(C(=O)O)cc1	7	-4
C[C@H]1CCCCO[C@@H](CN(C)Cc2ccncc2)[C@@H](C)CN([C@@H](C)CO)C(=O)c2cc(NC(=O)Nc3ccc(C(F)(F)F)cc3)ccc2O1	-39	nt
C[C@@H]1CN([C@@H](C)CO)C(=O)Cc2cc(NC(=O)C3CC3)ccc2O[C@H]1CN(C)Cc1ccncc1	4	nt
C[C@@H]1CN([C@H](C)CO)C(=O)Cc2cc(NS(=O)(=O)c3ccc(F)cc3)ccc2O[C@@H]1CN(C)C(=O)Nc1ccccc1	nt	-3
O=C1NC(c2ccccc2)(C(F)(F)F)C(=O)N1Cc1cccnc1 (configuration not stated)	-4	-2
CS(=O)(=O)N(CC(=O)N1CCOCC1)c1ccc2c3c(cccc13)CC2	1	3
COCC(=O)N(C)C[C@H]1Oc2cc(C#CC(C)(C)O)ccc2S(=O)(=O)N([C@@H](C)CO)C[C@@H]1C	7	nt
CCCC(=O)n1nc(-c2ccccc2)nc1NCc1ccco1	50	3
C=CC[C@@H]1/C=C(\C)C[C@H](C)C[C@H](OC)[C@H]2O[C@@](O)(C(=O)C(=O)N3CCCC[C@H]3C(=O)O[C@H](/C(C)=C/[C@@H]3CC[C@@H](O)[C@H](OC)C3)[C@H](C)[C@@H](O)CC1=O)[C@H](C)C[C@@H]2OC	-7	nt
C[C@H]1CN([C@@H](C)CO)C(=O)c2cc(NS(=O)(=O)c3ccc(F)cc3)ccc2O[C@H]1CN(C)C(=O)Nc1ccc2c(c1)OCO2	9	0
COc1ccc(CNC(=O)C[C@H]2C[C@H]3c4cc(NC(=O)NC5CCCC5)ccc4O[C@H]3[C@H](CO)O2)cc1	0	nt
C[C@@H]1CCCCO[C@H](CN(C)C(=O)c2ccccc2)[C@@H](C)CN([C@H](C)CO)C(=O)c2cc(NC(=O)Nc3ccc4c(c3)OCO4)ccc2O1	-1	nt
C[C@H](CO)N1C[C@H](C)[C@H](CN(C)Cc2ccc(C(=O)O)cc2)OCCCC[C@H](C)Oc2ccc(NC(=O)c3ccncc3)cc2C1=O	4	nt
CS(=O)(=O)N(CC(=O)Nc1ccc(Cl)c(Cl)c1)c1ccc(I)cc1	4	-2
COc1ccc(C(=O)CSc2nnc(-c3ccccc3)n2-c2ccc(Br)cc2)cc1	-4	4
O=C(CSc1nc2ccc(NC(=O)c3ccccc3)cc2s1)Nc1ccccc1C(F)(F)F	33	-1
C[C@H]1CN([C@@H](C)CO)C(=O)CCCn2cc(nn2)CO[C@@H]1CN(C)C(=O)Cc1ccccc1	0	-4
Cc1ccc(-c2nc3ccccc3o2)cc1NC(=O)COc1ccccc1[N+](=O)[O-]	-4	0
C[C@H]1CN([C@@H](C)CO)C(=O)Cc2cc(N(C)C)ccc2O[C@H]1CN(C)S(=O)(=O)c1cccs1	-2	-2
C[C@H](CO)N1C[C@H](C)[C@H](CN(C)Cc2ccc(Cl)c(Cl)c2)Oc2ccc(NC(=O)Nc3ccccc3)cc2CC1=O	nt	-4
C[C@H](CO)N1C[C@H](C)[C@@H](CN(C)C(=O)Nc2ccccc2)Oc2ccc(NC(=O)Cc3cn(C)c4ccccc34)cc2C1=O	-14	nt
C[C@@H]1CN([C@@H](C)CO)C(=O)c2cc(NS(C)(=O)=O)ccc2O[C@@H](C)CCCCO[C@@H]1CN(C)C(=O)CCC(F)(F)F	5	nt
CNC[C@@H]1Oc2c(N)cccc2C(=O)N([C@H](C)CO)C[C@@H]1C	6	-1
CC(C)C#Cc1ccc2c(c1)O[C@@H](CN(C)C(=O)c1cccc(F)c1)[C@H](C)CN([C@H](C)CO)S2(=O)=O	-16	nt
COc1ccc(S(=O)(=O)Nc2ccc3c(c2)CC(=O)N([C@@H](C)CO)C[C@@H](C)[C@@H](CN(C)C(=O)NC2CCCCC2)O3)cc1	nt	-8
C[C@@H]1CCCCO[C@@H](CN(C)C(=O)CCCN(C)C)[C@@H](C)CN([C@H](C)CO)C(=O)c2cc(NC(=O)C3CCCCC3)ccc2O1	nt	-1
CCc1nc(SCC(=O)Nc2ccc(C(=O)OC)cc2)n[nH]1	12	-3
O=C1N(Cc2ccccc2)Cc2ccccc2C[C@@]12N=C(c1ccc(OCCCO)cc1)O[C@H]2c1ccccc1	nt	3
Cc1ccc(C)c(OCC(=O)Nc2cccc(-c3nc4ccccc4o3)c2)c1	-4	-3
C[C@H]1CN([C@@H](C)CO)C(=O)Cc2cc(NS(=O)(=O)c3ccc(Cl)cc3)ccc2O[C@H]1CN(C)C(=O)NC1CCCCC1	5	nt
O=[N+]([O-])c1ccc(OCCCSc2ncccn2)cc1	57*	0
C[C@H]1CN([C@@H](C)CO)C(=O)Cc2cc(NC(=O)Nc3cccc4ccccc34)ccc2O[C@H]1CN(C)Cc1ccc(-c2ccccc2)cc1	nt	2
C[C@H]1CN([C@@H](C)CO)C(=O)CCCn2cc(nn2)CO[C@H]1CN(C)C(=O)NC1CCCC1	4	8
COc1ccc(S(=O)(=O)N(C)C[C@@H]2Oc3ccc(NS(=O)(=O)c4ccc(Cl)cc4)cc3CC(=O)N([C@@H](C)CO)C[C@@H]2C)cc1	nt	1

Reprinted at random: 2 compounds from above, in no set order.
SMILES	mut p53 react	STK33 inh
C[C@H]1CN([C@@H](C)CO)C(=O)CCCn2cc(nn2)CO[C@H]1CN(C)C(=O)NC1CCCC1	4	8
Cc1ccc(C)c(OCC(=O)Nc2cccc(-c3nc4ccccc4o3)c2)c1	-4	-3

Assay outcomes (PubChem)

Some of the compounds tested; count on the stated rates, not on these rows.
